PglD inh – inhibitors of Campylobacter jejuni PglD acetyltransferase; purified PglD enzyme, DTNB colorimetric CoA detection; inhibition, % at 12.5 µM; 360,000 compounds, 0.098% hits; AID 602405; in the data active means inhibition above about 16%, passing the limit was not always enough; further: strong numbers were not always called active
RAD54 inh – RAD54 (human) branch migration inhibition. Q92698. RAD54 Holliday junction branch migration, FAM/BHQ fluorescence. inhibition, % at 10.4 µM. 360,000 compounds, 0.14% hits. AID 602329;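 active means mean normalized replicate activity at least 40 and at least half of replicates scoring 40 or more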;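 further: 0% = median of neutral control wells and 100% = median of positive control wells; inhibitors cause a drop in the FAM fluorescence signal; in these data hits start at about 50%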
miR-122 sensor – miR-122 inhibition in Huh7 cells; Huh7 miR-122 Renilla luciferase sensor, 48 h; neutral wells = 0, positive control = 100; activation (reporter increase), % at 12.5 µM; 340,000 compounds, 0.3% hits; AID 602342;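 active means mean replicate activation score at least 90 and every replicate individually at or above 90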;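 further: higher luciferase means less miR-122 activity so hits act as miR-122 inhibitors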
Cneo AK release – Cryptococcus neoformans lysis via adenylate kinase release. lysis activity, % at 15 µM. AID 651654. 360,000 compounds, 0.2% hits. C. neoformans lysis, adenylate kinase release luminescence, 4 h; normalised: neutral wells 0, clomiphene wells 100;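 active means mean lysis activity across replicates of at least 80%, whatever share of replicates individually reach that level; inactive means mean lysis activity below 80%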
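Test system: log-phase Cryptococcus neoformans yeast cells. Input: 5 × 10^6 yeast cells/mL. Medium: fresh YPD growth medium. Doses: single dose. Incubation: static 4 h at 37 °C with compound, 1 h detection. Measured by: luminescent adenylate kinase detection reagent. Read-out: signal increase indicating cell lysis. Benchmarks: Clomiphene.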
E-selectin induc – E-selectin induction on HUVECs | P16581 | activation, % at 7.58 µM | HUVEC E-selectin immunofluorescence imaging; normalized: neutral wells 0, TNF-alpha wells 100 | 260,000 compounds, 0.37% hits;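 active means mean E-selectin-positive cell signal at least 10% of the positive control, reached in at least 60% of replicates, without over 20% cell loss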;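 further: in these data hits start at about 27%; measured in HUVEC primary endothelial cells; signal is the percent of cells scored E-selectin positive by PE staining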
Target sequence (P16581 whole entry, looked up): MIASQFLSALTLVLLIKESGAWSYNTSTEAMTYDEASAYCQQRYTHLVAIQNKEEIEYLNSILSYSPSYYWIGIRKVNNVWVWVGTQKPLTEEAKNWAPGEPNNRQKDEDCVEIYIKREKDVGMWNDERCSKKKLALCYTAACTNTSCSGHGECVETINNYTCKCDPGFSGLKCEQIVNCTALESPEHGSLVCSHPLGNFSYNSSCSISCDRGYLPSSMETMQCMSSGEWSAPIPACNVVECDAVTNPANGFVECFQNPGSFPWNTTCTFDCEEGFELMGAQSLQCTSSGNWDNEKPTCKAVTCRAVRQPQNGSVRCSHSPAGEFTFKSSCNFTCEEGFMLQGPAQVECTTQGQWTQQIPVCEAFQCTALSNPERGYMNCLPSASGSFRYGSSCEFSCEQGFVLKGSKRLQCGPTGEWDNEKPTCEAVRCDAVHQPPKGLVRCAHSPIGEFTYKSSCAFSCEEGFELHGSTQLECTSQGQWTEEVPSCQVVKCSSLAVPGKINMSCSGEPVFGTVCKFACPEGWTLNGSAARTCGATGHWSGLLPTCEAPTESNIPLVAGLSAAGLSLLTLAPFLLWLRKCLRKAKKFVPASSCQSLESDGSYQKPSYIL
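Test system – human umbilical vein endothelial cells (HUVEC), E-selectin induction · Input – 3,000 HUVEC seeded per well · Buffer or medium – EGM-2, gelatin · Compound dosing – single-point compound dose · Detection – immunofluorescence imaging · Measure – percent E-selectin-positive cells · Controls – TNF-alpha high, DMSO low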
ERAP1 HTS inh – blocks human ERAP1 aminopeptidase activity | inhibition, % at 10.7 µM | Q9NZ08 | 340,000 compounds, 0.15% hits | recombinant ERAP1, Leu-AMC fluorescence, 60 min;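 active means mean replicate inhibition of at least 30%, or all replicates individually reaching that 30% level; inactive means mean below 30% and not every replicate reaching it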;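 further: 0% = neutral control wells and 100% = L-leucinethiol positive control wells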
RAD52 anneal inh – inhibitors of human RAD52 DNA annealing. P43351. recombinant RAD52 DNA annealing, FRET fluorescence. inhibition, % at 18.7 µM. 360,000 compounds, 0.46% hits;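 active means every replicate showing at least 50% inhibition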
Target sequence (P43351 whole entry, looked up): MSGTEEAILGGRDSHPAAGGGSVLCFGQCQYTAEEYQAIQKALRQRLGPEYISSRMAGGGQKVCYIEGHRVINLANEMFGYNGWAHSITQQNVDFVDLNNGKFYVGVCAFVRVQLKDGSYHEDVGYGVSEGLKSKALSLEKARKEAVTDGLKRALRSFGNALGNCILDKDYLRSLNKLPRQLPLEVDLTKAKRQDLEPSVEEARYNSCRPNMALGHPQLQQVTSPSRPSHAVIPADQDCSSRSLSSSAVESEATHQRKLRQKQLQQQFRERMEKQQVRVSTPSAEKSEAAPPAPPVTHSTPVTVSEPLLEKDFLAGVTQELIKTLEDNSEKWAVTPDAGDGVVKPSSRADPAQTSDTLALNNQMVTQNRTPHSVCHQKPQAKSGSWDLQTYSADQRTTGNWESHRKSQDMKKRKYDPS
PGC1a acetyl inh – modulators of PGC1a acetylation. U2OS PGC1a acetylation, AlphaScreen anti-acetyl-lysine; with virally co-expressed GCN5 acetyltransferase. inhibition, % at 15.6 µM. 350,000 compounds, 0.17% hits. AID 651687;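 active means every replicate shows inhibition of at least 40%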;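 further: 0% = neutral control wells and 100% = positive control wells; some results beyond the cut were filed as inactive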
* hit, by the source's call; · = no result given; & = joins results of further samples; [ ] = another dose, or the depositor's remark.

SMILES | PglD inh | RAD54 inh | miR-122 sensor | Cneo AK release | E-selectin induc | ERAP1 HTS inh | RAD52 anneal inh | PGC1a acetyl inh
Cc1nn(-c2ccccc2)c(C)c1/C=N/NC(=O)c1cc(C(C)(C)C)[nH]n1 | -4 | -8 | -3 | 6 | · | · | · | 1
CCCCc1nc2ccc(F)cc2cc1C | 2 | 3 | -6 | 1 | -0.2 | -4 | 5 | -14
CN[C@@H](C)C(=O)NC[C@H]1O[C@@H](n2cnc3c(=O)[nH]c(N)nc32)[C@H](O)[C@@H]1O | 4 | -13 | 10 | 0 | · | -2 | -13 | 7
O=C1CSC(c2cccc([N+](=O)[O-])c2)N1CCc1ccccc1 (stereo not drawn) | 1 | 7 | -5 | -5 | · | -1 | -12 | -8
COc1ccc(N2CCN(C(=O)NCc3ccc(C)cc3)CC2)cc1 | -4 | 7 | -3 | 0 | 0.7 | -3 | -1 | 3
CCOC(=O)CSc1nc(N2CCOCC2)c2c(c1C#N)CC(C)(C)OC2 | 6 | -2 | -7 | 2 | -0.2 | -3 | -6 | 5
c1ccc2c(-c3csc(-c4ccncc4)n3)c[nH]c2c1 | -6 | 8 | -6 | -3 | · | -2 | -6 | -3
COc1ccc2c3c(n(C)c2c1)[C@H](CO)N(S(C)(=O)=O)CC31CN(CC2CCOCC2)C1 | · | · | · | · | -0.1 | 0 | 14 | 3
O=C(C1CCOCC1)N1CC(=O)N2[C@H](CO)[C@H](c3ccc(C#CC4CCCCC4)cc3)[C@@H]2C1 | · | · | · | · | 0.3 | -1 | 4 | -19
C[C@@H]1CN([C@H](C)CO)C(=O)Cc2cc(NS(=O)(=O)c3cn(C)cn3)ccc2O[C@@H]1CN(C)Cc1ccncc1 | 1 | 1 | -3[16.7 µM] | 0 | · | -7 | 7 | 2
Nc1cccc(-c2ccc(CO)o2)c1 | 9 | -15 | -4 | -1 | 0.0 | 1 | -35 | 22
CO[C@H](CN(C)C(=O)C1CCOCC1)[C@H](C)CN(C(=O)Nc1ccc(C(F)(F)F)cc1)[C@@H](C)CO | 0 | 3 | · | -2 | 0.1 | -4 | -3 | 6
CC=Cc1ccc2n(c1=O)C[C@@H]1[C@@H](CO)[C@H](C(=O)NCCc3ccncc3)[C@H]2N1Cc1ccncc1 (mixture of isomers) | -3 | 2 | -7[16.7 µM] | -4 | -0.5 | 1 | -23 | ·
COc1ccc(CCC(=O)O)c(O)c1 | -3 | 5 | -1 | -4 | · | 10 | -9 | -4
CCc1nn(CC(=O)NCCN2CCN(C)CC2)c(=O)c2cc3c(OC)cccc3n12 | 4 | 31 | -2 | 1 | · | -2 | 20 | 3

Retrieved by compound from the entries so far (2):
SMILES | PglD inh | RAD54 inh | miR-122 sensor | Cneo AK release | E-selectin induc | ERAP1 HTS inh | RAD52 anneal inh | PGC1a acetyl inh
CO[C@H](CN(C)C(=O)C1CCOCC1)[C@H](C)CN(C(=O)Nc1ccc(C(F)(F)F)cc1)[C@@H](C)CO | 0 | 3 | · | -2 | 0.1 | -4 | -3 | 6
CN[C@@H](C)C(=O)NC[C@H]1O[C@@H](n2cnc3c(=O)[nH]c(N)nc32)[C@H](O)[C@@H]1O | 4 | -13 | 10 | 0 | · | -2 | -13 | 7

Next section:
SMILES | PglD inh | RAD54 inh | miR-122 sensor | Cneo AK release | E-selectin induc | ERAP1 HTS inh | RAD52 anneal inh | PGC1a acetyl inh
COc1ccc2c3c([nH]c2c1)[C@@H](CO)N(S(C)(=O)=O)CC31CCN(C(=O)Nc2ccccc2)CC1 | · | · | · | · | -0.2 | -1 | 3 | 15
O=C1NC2(CCCc3ccccc32)C(=O)N1CCOc1ccc(Br)cc1 (stereo not drawn) | 3 | 2 | -8 | -1 | · | -2 | -15 | -4
COc1ccc(-c2ccc(CCC(=O)O)n2NC(=O)c2ccc(C(C)(C)C)cc2)cc1 | · | · | 1 | · | · | 9 | -19 | 43*
Cc1ccc(S(=O)(=O)N(C)C[C@@H]2Oc3ccc(NC(=O)NC4CCCCC4)cc3C(=O)N([C@H](C)CO)C[C@@H]2C)cc1 | 0 | -9 | -10[16.7 µM] | -1 | 1.1 | 2 | 20 | -11
COc1ccc(C2=NN3C(C2)c2ccccc2OC3c2cccs2)cc1 (stereo not drawn) | · | · | · | · | 6.6 | 2 | -216 | 5
Cc1nc2ccccc2n1CC(=O)OCC(=O)NCCc1ccccc1 | -5 | 2 | -4 | 0 | · | · | · | 1
CCOC(=O)C1=C(CSc2nc(C)ccc2C#N)OC(N)=C(C#N)C1c1cccc(OC)c1OC (stereo not drawn) | 1 | -31 | -7 | 11 | · | · | · | 4
C[C@@H]1CCCCO[C@H](CN(C)Cc2ccc(C(=O)O)cc2)[C@H](C)CN([C@@H](C)CO)C(=O)c2cc(NC(=O)NC3CCCCC3)ccc2O1 | -9 | -7 | -1[16.7 µM] | 1 | -0.2 | -1 | 9 | 5
CC1Cc2ccccc2N1C(=O)COC(=O)CCc1nc2ccccc2c(=O)[nH]1 (stereo not drawn) | -8 | -7 | -4 | -2 | -0.7 | -4 | -22 | -2
Cc1cc(=O)[nH]c(N2CCN(Cc3ccccc3)CC2)n1 | 3 | 2 | · | 1 | · | · | · | 2
CCN(CC(=O)Nc1ccccc1C(F)(F)F)C(=O)c1ccc2c(=O)n3c(nc2c1)CCC3 | -4 | 1 | 1 | 2 | -0.3 | 1 | 19 | 1
COc1cc(/C=N/NC(=O)Cc2ccccc2)cc([N+](=O)[O-])c1O | -3 | -8 | -6 | -1 | · | -1 | 8 | 10
COc1ccc(-c2oc3ccc(N4CCOCC4)cc3c2C#Cc2ccc(N)cc2)cc1 | 8 | 6 | · | 4 | 0.4 | · | · | ·
CO[C@H]1O[C@H](CO)[C@@H](OC(=O)Nc2ccc3c(c2)OCO3)[C@H](OC(=O)Nc2ccccc2)[C@H]1OC(=O)Nc1ccccc1 | 0 | -2 | · | -2 | · | 1 | 15 | -5
O=C(NCc1ccccc1)NC1CCCCC1 | 6 | -11 | -6 | -2 | · | 0 | -7 | 0
C[C@H]1CN([C@@H](C)CO)S(=O)(=O)c2ccc(-c3ccccc3)cc2O[C@H]1CN(C)CC1CC1 | -3 | 0 | 0[16.7 µM] | 55 | 0.2 | 4 | 17 | 0
CC(=O)N(C)C[C@@H]1Oc2cc(C#Cc3ccccn3)ccc2S(=O)(=O)N([C@@H](C)CO)C[C@@H]1C | -1 | -2 | -4[16.7 µM] | 42 | -0.3 | 0 | -10 | 0
C=CCN(CC=C)Cc1cc(=O)oc2cc(C)c(C)cc12 | -3 | 8 | -4 | -3 | · | -1 | -13 | -19
CCOc1ccccc1NC(=O)c1ccc2ccccc2c1 | -1 | -6 | 1 | 0 | 0.5 | -2 | 0 | 88*
O=C(CN1C(=O)c2cccc3cccc1c23)N1CCN(c2cccc(Cl)c2)CC1 | -1 | 4 | -4 | -5 | · | · | · | 2
O=C(C1CC1)N1N=C(c2ccc(F)cc2)CC1(O)C(F)(F)F (stereo not drawn) | 2 | 1 | 6 | 3 | · | -3 | 0 | 19
C[C@H]1CN([C@@H](C)CO)C(=O)c2cc(C#CCN(C)C)cnc2O[C@H]1CN(C)C(=O)Cc1cccnc1 | -3 | 6 | -2[16.7 µM] | -2 | -0.9 | 0 | -17 | 7
Cn1c(Cn2c(=O)sc3ccccc32)nnc1SCC(=O)NCC1CCCO1 (stereo not drawn) | -1 | 6 | 1 | 0 | -0.1 | · | -9 | 0
O=C(CN1CCOCC1)NCc1ccccc1Cl | -3 | 1 | -5 | 1 | 0.0 | 4 | -7 | 21
O=C1N=C(N2CCOCC2)S/C1=C/c1cc2c(cc1[N+](=O)[O-])OCO2 | -4 | 2 | 16 | -3 | · | · | 1 | -23
COC(=O)c1ccc(C(=O)OC)c(NC(=O)COC(=O)C2CCCCC2)c1 | 1 | -5 | -5 | 0 | · | 8 | 8 | -1
COc1ccc(OC)c(C(=O)N2CCCC(Nc3ccc(F)cc3)C2)c1 (stereo not drawn) | -5 | 8 | · | 3 | 0.2 | -2 | -9 | ·
CCCc1cc(=O)[nH]c(SCC(=O)NN(c2ccccc2)c2ccccc2)n1 | · | · | 1 | · | · | 7 | -10 | 8
CC(C)C1C(=O)N(Cc2cn(CC3CCCCC3)nn2)CCS(=O)(=O)N1Cc1ccc(-c2ccc(Cl)nc2)cc1 (stereo not drawn) | -6 | -5 | -7 | 0 | · | 0 | 3 | ·
O=C(CN1CCN(C(=O)c2ccco2)CC1)Nc1ccc(Cl)c(C(F)(F)F)c1 | 5 | -14 | -5 | -2 | · | · | · | -15
CCOP(=O)(c1ccc(N(C)C)cc1)C(O)c1ccc(Cl)cc1 (stereo not drawn) | -2 | -5 | -3 | 1 | · | · | · | 2
CC(C)NC(=O)N[C@H]1CC[C@H](CC(=O)NCc2ccc(Oc3ccccc3)cc2)O[C@@H]1CO | 1 | 0 | · | -4 | 0.4&-6.5 | -1 | 6&7 | 0
C[C@H]1CN([C@@H](C)CO)C(=O)c2cccc(NS(=O)(=O)c3ccc(F)cc3)c2O[C@@H]1CN(C)Cc1ccc(C(=O)O)cc1 | 1 | 1 | 1[16.7 µM] | 41 | 4.2 | 3 | 3 | -5
COc1ccc2occ(C(=O)c3ccc(N)cc3)c2c1 | 0 | 3 | -4 | -6 | -0.1 | 1 | -12 | ·
O=C(Nc1ccc(F)cc1)N[C@H]1C=C[C@H](CC(=O)N2CCOCC2)O[C@@H]1CO | 2 | 0 | 3[16.7 µM] | -1 | -0.5 | 2 | 3 | 5
COc1ccc(NC(=O)N(Cc2cc3cc(OC)ccc3[nH]c2=O)CC2CCCO2)cc1 (stereo not drawn) | 1 | -7 | -6 | -1 | · | · | · | 13
CC(=O)Nc1ccc(S(=O)(=O)Nc2ccc(S(=O)(=O)N3CCCC3)cc2)cc1 | -4 | -9 | 3 | -3 | · | 1 | 3 | -2
CN(C)c1cccc(C(=O)NNC(=O)/C=C/c2cccs2)c1 | -3 | 10 | -5 | -1 | -0.1 | 2 | -12 | 1
COC(=O)c1cccc(Nc2nc(-c3ccncc3)nc3ccccc23)c1 | -5 | -2 | 47 | -1 | · | 2 | -8 | -20
Cc1ccc(C(=O)NCC(=O)NCc2cc(=O)n(C)c(=O)n2C)cc1 | 0 | -4 | -8 | 1 | 0.0 | -2 | -8 | 13
COc1cc(OC)cc(C(=O)N[C@H](C(=O)NC2=NCCS2)C(C)C)c1 | -1 | 18 | 1 | 0 | · | -2 | -12 | 2
CC(=O)Nc1cccc(NC(=O)CSc2nccn2Cc2ccco2)c1 | -3 | 5 | -9 | 1 | -0.3 | -2 | 1 | 2
CCOc1ccc(C2C(C#N)=C(N)Oc3cc(O)ccc32)cc1OCC (stereo not drawn) | -9 | -22 | -1 | 3 | 0.3 | -1 | -20 | -9
Cc1ccc(Cn2ncc(Cl)c(Cl)c2=O)cc1 | -4 | -4 | 6 | 0 | -0.2 | -2 | -11 | -112
O=[N+]([O-])c1ccc(SCc2c(F)cccc2Cl)nc1 | · | · | · | · | -0.1 | 3 | -9 | 1
NCCCCCc1nnc(SC/C=C/c2ccccc2)o1 | 2 | 4 | 13 | 0 | · | · | · | 5
COc1ccc(NC(=O)c2sc(N)nc2-c2ccccc2)cc1 | 6 | -4 | -2 | -2 | 2.9 | · | 1 | ·

Filtered by structure: the entries above containing two or more sulfur atoms.
SMILES | PglD inh | RAD54 inh | miR-122 sensor | Cneo AK release | E-selectin induc | ERAP1 HTS inh | RAD52 anneal inh | PGC1a acetyl inh
Cn1c(Cn2c(=O)sc3ccccc32)nnc1SCC(=O)NCC1CCCO1 (stereo not drawn) | -1 | 6 | 1 | 0 | -0.1 | · | -9 | 0
CC(=O)Nc1ccc(S(=O)(=O)Nc2ccc(S(=O)(=O)N3CCCC3)cc2)cc1 | -4 | -9 | 3 | -3 | · | 1 | 3 | -2
